M1 PAM – positive allosteric modulators of human M1 muscarinic receptor. P11229. CHO-K1 hM1, Fluo-8 calcium fluorescence, ACh EC20; 0% = ACh EC20, 100% = maximal ACh. activation, % at 3 µM. 0.088% of 360,000 active. AID 588819; in the data active means activation above about 19%, passing the limit was not always enough
M5 ag – CHRM5 agonism in calcium assay. CHO-K1 hM5 cells, Fluo-8 calcium fluorescence; 0% DMSO wells, 100% maximal acetylcholine response. P08912. 0.19% of 360,000 active. activation, % at 3 µM. AID 624037;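 active means activation above the run's mean over test compounds plus 3 SD, cut at about 23% in these data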;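 further: signal is peak over basal fluorescence ratio across the kinetic read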
Target sequence (P08912 whole entry, looked up): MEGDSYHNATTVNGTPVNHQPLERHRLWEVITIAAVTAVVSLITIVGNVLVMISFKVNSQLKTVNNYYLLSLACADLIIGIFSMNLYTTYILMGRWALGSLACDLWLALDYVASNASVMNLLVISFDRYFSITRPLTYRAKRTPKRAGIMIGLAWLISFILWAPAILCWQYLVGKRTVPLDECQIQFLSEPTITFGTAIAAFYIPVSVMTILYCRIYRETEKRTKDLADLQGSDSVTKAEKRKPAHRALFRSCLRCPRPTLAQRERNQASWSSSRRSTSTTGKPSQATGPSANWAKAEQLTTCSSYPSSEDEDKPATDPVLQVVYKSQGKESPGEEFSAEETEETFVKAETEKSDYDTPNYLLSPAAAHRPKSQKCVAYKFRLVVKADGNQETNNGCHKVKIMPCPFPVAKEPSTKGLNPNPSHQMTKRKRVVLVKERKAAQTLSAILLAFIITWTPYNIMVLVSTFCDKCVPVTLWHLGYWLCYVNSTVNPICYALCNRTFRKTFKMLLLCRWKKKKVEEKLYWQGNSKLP
CHRM4 antagonist – antagonists of human muscarinic M4 receptor (CHRM4); P08173; CHO-hM4 cells, ACh EC80, Fluo-8 calcium fluorescence; inhibition, % at 3 µM; 0.73% of 360,000 active;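 active means inhibition above its plate's cutoff, the mean inhibition of sample wells plus 3 SD, cut at about 27% in these data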;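 further: 0% = acetylcholine EC80 with DMSO and 100% = DMSO without agonist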
CHRM5 antagonist – antagonists of human muscarinic M5 receptor (CHRM5) | P08912 | CHO-hM5 cells, Fluo-8 calcium fluorescence, ACh EC80 | inhibition, % at 3 µM | 0.59% of 360,000 active | AID 624040;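 active means inhibition above a per-plate cutoff, the mean of that plate's test compounds plus 3 SD, cut at about 27% in these data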;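 further: 0% = acetylcholine EC80 with DMSO and 100% = DMSO without agonist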
TAAR1 agonist – agonists of human TAAR1; CHO RD-HGA16 TAAR1, Fluo-8 calcium fluorescence; vehicle wells 0%, saturating PEA agonist 100%; activation, % at 3 µM; 0.99% of 360,000 active; AID 624467;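 active means activation above the mean activation of all test compounds in the run plus 3 SD, cut at about 38% in these data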
Target sequence (Q96RJ0 whole entry, looked up): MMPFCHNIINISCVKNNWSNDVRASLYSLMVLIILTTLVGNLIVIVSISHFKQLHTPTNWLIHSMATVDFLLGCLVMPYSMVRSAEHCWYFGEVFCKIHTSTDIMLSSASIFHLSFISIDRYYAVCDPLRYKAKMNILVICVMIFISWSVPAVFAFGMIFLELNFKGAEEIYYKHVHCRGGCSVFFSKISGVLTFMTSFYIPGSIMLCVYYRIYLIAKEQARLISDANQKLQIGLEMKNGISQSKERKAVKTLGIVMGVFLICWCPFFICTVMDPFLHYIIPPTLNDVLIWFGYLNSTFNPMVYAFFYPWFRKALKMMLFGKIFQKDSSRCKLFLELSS
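Assay system: CHO-derived RD-HGA16 cells with stable Gα16 and human TAAR1; timing: 17-24 h seeding, 75 min 37 °C dye, 30 min RT; read-out: % activation from peak over basal fluorescence ratio, DMSO-to-PEA scaled; measured by: kinetic Fluo-8 calcium fluorescence; benchmarks: low control DMSO, high control PEA (EC100); doses: 3 µM single concentration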
CHRM4 agonist – CHRM4 agonism in calcium assay; CHO-K1 hM4/Gqi5, Fluo-8 calcium fluorescence; vehicle 0%, full acetylcholine response 100%; activation, % at 3 µM; 0.14% of 360,000 active;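 active means activation above the run mean over all test wells plus 3 SD, cut at about 32% in these data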;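 further: peak over basal fluorescence ratio per well then scaled between controls; 0% = DMSO wells and 100% = acetylcholine at EC100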
M1 antag – human CHRM1 antagonism; P11229; CHO-K1 hM1, Fluo-8 calcium fluorescence, ACh EC80 antagonist; inhibition, % at 3 µM; 1.3% of 360,000 active;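 active means percent inhibition above its own plate's cutoff, namely the mean of that plate's compound wells plus 3 SD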;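 further: peak over basal fluorescence ratio during 140 s after agonist addition; 0% = ACh EC80 plus DMSO and 100% = DMSO alone without agonist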
CHRM5 PAM – positive allosteric modulators of human muscarinic M5 receptor. P08912. CHO-K1 hM5, Fluo-8 calcium, ACh EC20 PAM; 0% = ACh EC20, 100% = ACh EC100. activation, % at 3 µM. 0.3% of 360,000 active;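 active means activation above the run cutoff, the mean activation of all test compounds plus 3 SD, cut at about 18% in these data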
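Assay system – human M5 receptor in CHO-K1 cells · Read-out – % activation, ACh-normalized · Technique – Fluo-8 calcium fluorescence · Dosing – single-point, 3 µM nominal · Incubation – Fluo-8 loading 80 min at 37 °C plus 30 min room temperature · Repeats – singlicate, one well per test compound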
CHRM1 agonist – activates human CHRM1 receptor; 0.33% of 360,000 active; activation, % at 3 µM; CHO-K1 hM1, Fluo-8 calcium fluorescence, agonist mode; 0% DMSO, 100% acetylcholine EC100;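 active means activation above the run's mean compound activation plus 3 SD, cut at about 16% in these data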;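 further: peak over basal fluorescence ratio within a 140 s kinetic read after compound addition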
The depositor's hits bear a star.

For O=C1c2ccccc2-c2c1c1ccccc1c(=O)n2CCO the results were M1 PAM -1, M5 ag -3, CHRM4 antagonist -9, CHRM5 antagonist 9, TAAR1 agonist 4, CHRM4 agonist 6, M1 antag 3, CHRM5 PAM -10 and CHRM1 agonist -6.
For COc1ccc(NS(=O)(=O)c2cccc(C(=O)N/N=C(\C)c3ccc(-n4ccnc4)cc3)c2)cc1 the results were M1 PAM 1, M5 ag 0, CHRM4 antagonist -7, CHRM5 antagonist -3, TAAR1 agonist 4, CHRM4 agonist 4, M1 antag -33, CHRM5 PAM -1 and CHRM1 agonist 1.
Cc1cccc2sc(NC(=O)C3CCN(S(=O)(=O)c4cc([N+](=O)[O-])ccc4Cl)CC3)nc12 was read as M1 PAM -2, M5 ag 4, CHRM4 antagonist 29*, CHRM5 antagonist 20, TAAR1 agonist 4, CHRM4 agonist 11, M1 antag 12, CHRM5 PAM -11 and CHRM1 agonist 0.
Screening CCCc1cc(=O)[nH]c(SCC(=O)c2c(C)[nH]c3ccccc23)n1 returned M1 PAM 5, M5 ag 3, CHRM4 antagonist -4, CHRM5 antagonist -8, TAAR1 agonist 2, CHRM4 agonist 2, M1 antag -1, CHRM5 PAM 7 and CHRM1 agonist 1.
Screening O=C(CN1CCN(c2ccc(O)cc2)CC1)Nc1ccc2c(c1)OCCCO2 returned M1 PAM 7, M5 ag 0, CHRM4 antagonist -1, CHRM5 antagonist 4, TAAR1 agonist -1, CHRM4 agonist 1, M1 antag -9, CHRM5 PAM 0 and CHRM1 agonist -4.
For CC(C)(C)c1ccc(/C=N/NC(=O)C[n+]2ccccc2)cc1 the results were M1 PAM 5, M5 ag 0, CHRM4 antagonist -8, CHRM5 antagonist -1, TAAR1 agonist 10, CHRM4 agonist 1, M1 antag 1, CHRM5 PAM -3 and CHRM1 agonist -12.
`NC(=O)c1ccsc1NC(=O)COC(=O)c1cc(Cl)ccc1O` gave M1 PAM -7, M5 ag 3, CHRM4 antagonist -3, CHRM5 antagonist 12, TAAR1 agonist 17, CHRM4 agonist 22, M1 antag 17, CHRM5 PAM -19 and CHRM1 agonist 0.
CC(C(=O)Nc1ccc(S(=O)(=O)Nc2ncccn2)cc1)N1C(=O)c2ccccc2S1(=O)=O (stereo unspecified) was read as M1 PAM 6, M5 ag 5, CHRM4 antagonist -13, CHRM5 antagonist 2, TAAR1 agonist 2, CHRM4 agonist 0, M1 antag -16, CHRM5 PAM -1 and CHRM1 agonist -1.
CC(=O)OC(C(=O)N1CCN(c2ccccc2F)CC1)c1ccccc1 (stereo unspecified) was read as M1 PAM 5, M5 ag -1, CHRM4 antagonist 1, CHRM5 antagonist 13, TAAR1 agonist 4, CHRM4 agonist 1, M1 antag -4, CHRM5 PAM -12 and CHRM1 agonist -3.
`CCn1nc(C)c(CNC(=O)CCc2nnc(-c3ccc(C(C)=O)s3)o2)c1C` gave M1 PAM 6, M5 ag -2, CHRM4 antagonist 1, CHRM5 antagonist 5, TAAR1 agonist 6, CHRM4 agonist 1, M1 antag -7, CHRM5 PAM -2 and CHRM1 agonist -5.
`CC(C)C[C@H]1CN(CCCC[C@@H]2CNC(=O)C(=O)N2CC2CCCCC2)C(=O)C(=O)N1Cc1ccccc1` gave M5 ag -2, CHRM4 antagonist 5, CHRM5 antagonist 0, TAAR1 agonist 1, CHRM4 agonist 0 and CHRM5 PAM -3.
`O=C(NCc1cccnc1)c1cc(C(=O)NCc2cccnc2)cc([N+](=O)[O-])c1` gave M1 PAM 11, M5 ag 0, CHRM4 antagonist -13, CHRM5 antagonist 6, TAAR1 agonist 1, CHRM4 agonist 1, M1 antag -13, CHRM5 PAM -1 and CHRM1 agonist -6.
`CCN(CC)S(=O)(=O)c1ccc(C)c(NC(=O)Cn2cnc3cc([N+](=O)[O-])ccc3c2=O)c1` gave M1 PAM 11, M5 ag -2, CHRM4 antagonist 1, CHRM5 antagonist 9, TAAR1 agonist -2, CHRM4 agonist 2, M1 antag -7, CHRM5 PAM -1 and CHRM1 agonist -3.
`Cc1ccc(C)c(NC(=O)CCn2nc(C)cc2C)c1` gave M1 PAM -1, M5 ag -2, CHRM4 antagonist 8, CHRM5 antagonist 2, TAAR1 agonist 2, CHRM4 agonist 1, M1 antag -2, CHRM5 PAM 8 and CHRM1 agonist -1.
COc1ccc(-c2nc(SC)n(C)c(=O)c2C#N)cc1OC was read as M1 PAM 4, M5 ag -5, CHRM4 antagonist -5, CHRM5 antagonist -2, TAAR1 agonist 1, CHRM4 agonist 1, M1 antag -17, CHRM5 PAM 3 and CHRM1 agonist -9.
For Nc1ccc(Oc2ncccn2)c(Cl)c1 the results were M1 PAM 12, M5 ag -2, CHRM4 antagonist 11, CHRM5 antagonist 13, TAAR1 agonist 3, CHRM4 agonist 0, M1 antag -3, CHRM5 PAM -2 and CHRM1 agonist 5.
For Cc1nnc(SCC(=O)N2CCN(C(=O)c3ccco3)CC2)n1-c1ccccc1 the results were M1 PAM 1, M5 ag -1, CHRM4 antagonist -4, CHRM5 antagonist 5, TAAR1 agonist 0, CHRM4 agonist 1, M1 antag 6, CHRM5 PAM 4 and CHRM1 agonist -6.
COC(=O)[C@]1(Cc2ccccc2)N[C@H](CN(C)C(=O)COc2ccccc2)[C@@H]2C(=O)N(C)C(=O)[C@@H]21 was read as M1 PAM 4, M5 ag 0, CHRM4 antagonist -7, CHRM5 antagonist -8, TAAR1 agonist 7, CHRM4 agonist 2, M1 antag -4, CHRM5 PAM -1 and CHRM1 agonist -4.
Screening CC(=O)Cc1nsc(NC(=O)c2cc(-c3ccc(Cl)c(Cl)c3)oc2C)n1 returned M1 PAM 3, M5 ag 3, CHRM4 antagonist -1, CHRM5 antagonist 0, TAAR1 agonist 5, CHRM4 agonist 1, M1 antag -5, CHRM5 PAM -8 and CHRM1 agonist -2.
Screening O=C(CNC(=O)c1ccccc1)OC(C(=O)Nc1cc(C(F)(F)F)ccc1Cl)c1ccccc1 (stereo unspecified) returned M1 PAM 4, M5 ag -8, CHRM4 antagonist -9, CHRM5 antagonist -5, TAAR1 agonist 7, CHRM4 agonist 1, M1 antag -27, CHRM5 PAM -3 and CHRM1 agonist -5.
Fc1ccccc1NC(=S)N(CCCN1CCOCC1)Cc1cccnc1 was read as M1 PAM 9, M5 ag -4, CHRM4 antagonist 1, CHRM5 antagonist 5, TAAR1 agonist 1, CHRM4 agonist 2, M1 antag -10, CHRM5 PAM 3 and CHRM1 agonist -4.
For Cc1cc2c(cc1S(=O)(=O)Nc1cccc(C)c1C)OCC(=O)N2 the results were M1 PAM -1, M5 ag 5, CHRM4 antagonist 1, CHRM5 antagonist 3, TAAR1 agonist 2, CHRM4 agonist 4, M1 antag 3, CHRM5 PAM -5 and CHRM1 agonist -1.
For COc1ccc(CCNC(=O)c2cc(S(=O)(=O)N(C)c3ccccc3)ccc2Cl)cc1 the results were M1 PAM -2, M5 ag -4, CHRM4 antagonist -9, CHRM5 antagonist 3, TAAR1 agonist 1, CHRM4 agonist 5, M1 antag 0, CHRM5 PAM -7 and CHRM1 agonist -6.
CC(=O)Nc1ccc(NC(=O)COC(=O)c2n[nH]c3ccccc23)cc1 was read as M1 PAM 10, M5 ag 4, CHRM4 antagonist -2, CHRM5 antagonist 1, TAAR1 agonist 5, CHRM4 agonist 1, M1 antag 3, CHRM5 PAM 9 and CHRM1 agonist -1.
For C/C(=C\c1ccc(C)o1)C(=O)c1c(C)cc(C)[nH]c1=O the results were M1 PAM -3, M5 ag -2, CHRM4 antagonist 8, CHRM5 antagonist -1, TAAR1 agonist 5, CHRM4 agonist 1, M1 antag 6, CHRM5 PAM -4 and CHRM1 agonist -7.
`COc1ccc(CC(=O)NC2CCCc3ccccc32)cc1` (stereo unspecified) gave M1 PAM -13, M5 ag -3, CHRM4 antagonist 16, CHRM5 antagonist 13, TAAR1 agonist 0, CHRM4 agonist 21, M1 antag 25, CHRM5 PAM -16 and CHRM1 agonist -3.
CCOC(=O)c1c(-c2cccc3ccccc23)csc1NC(=O)C1C2CCC(O2)C1C(=O)O (stereo unspecified) was read as M1 PAM 16, M5 ag -2, CHRM4 antagonist -4, CHRM5 antagonist 8, TAAR1 agonist 6, CHRM4 agonist 1, M1 antag -9, CHRM5 PAM -3 and CHRM1 agonist -6.
Screening Cc1ccc(C)c(NC(=O)c2cnn3ccccc23)c1 returned M1 PAM -3, M5 ag -1, CHRM4 antagonist -3, CHRM5 antagonist 3, TAAR1 agonist 0, CHRM4 agonist 1, M1 antag 5, CHRM5 PAM -4 and CHRM1 agonist -4.
Screening Cc1oncc1C(=O)Nc1cccc(C#N)c1 returned M1 PAM 10, M5 ag 0, CHRM4 antagonist -8, CHRM5 antagonist 4, TAAR1 agonist 0, CHRM4 agonist 0, M1 antag -21, CHRM5 PAM 5 and CHRM1 agonist 1.
C/C(=N\NC(=O)c1cccc(Cl)c1)C1C(=O)c2ccccc2C1=O was read as M1 PAM -2, M5 ag 4, CHRM4 antagonist -4, CHRM5 antagonist 11, TAAR1 agonist 2, CHRM4 agonist 7, M1 antag -5, CHRM5 PAM -10 and CHRM1 agonist -4.
COC(=O)c1cccc(NC(=S)Nc2ccccc2Cl)c1 was read as M1 PAM 4, M5 ag -2, CHRM4 antagonist -7, CHRM5 antagonist 7, TAAR1 agonist 2, CHRM4 agonist 1, M1 antag -2, CHRM5 PAM -5 and CHRM1 agonist -1.
CCOC(=O)Cc1csc(NC(=O)COC(=O)/C=C/c2ccc(OC)cc2)n1 was read as M1 PAM 1, M5 ag 4, CHRM4 antagonist -1, CHRM5 antagonist 8, TAAR1 agonist 10, CHRM4 agonist 4, M1 antag -3, CHRM5 PAM -4 and CHRM1 agonist -3.
For CN(CC(=O)Nc1ccc(Cl)c(C(F)(F)F)c1)C(=O)CCN1C(=O)C2CCCCC2C1=O (stereo unspecified) the results were M1 PAM -9, M5 ag 6, CHRM4 antagonist 4, CHRM5 antagonist 2, TAAR1 agonist 19, CHRM4 agonist 9, M1 antag 19, CHRM5 PAM -7 and CHRM1 agonist -1.
Cc1cccc2cc(C#N)c(NCCNC(=O)c3ccccc3)nc12 was read as M1 PAM -2, M5 ag 3, CHRM4 antagonist 0, CHRM5 antagonist 12, TAAR1 agonist 3, CHRM4 agonist 1, M1 antag -2, CHRM5 PAM -2 and CHRM1 agonist -1.
Screening Cc1ccc(C(=O)Nc2ccc3ncccc3c2)cc1 returned M1 PAM 14, M5 ag 0, CHRM4 antagonist -18, CHRM5 antagonist -3, TAAR1 agonist 4, CHRM4 agonist 1, M1 antag -20, CHRM5 PAM 0 and CHRM1 agonist -3.
`COc1ccc(S(=O)(=O)Nc2ccc(S(=O)(=O)N3CCCC3)cc2)cc1` gave M1 PAM 6, M5 ag 4, CHRM4 antagonist 4, CHRM5 antagonist 0, TAAR1 agonist 6, CHRM4 agonist 3, M1 antag -6, CHRM5 PAM -4 and CHRM1 agonist 3.

Screening data from PubChem BioAssay.

Some of the compounds tested; rates above refer to the full screens.
